Screening data (PubChem BioAssay)
Epigenetic reg: derepresses silenced GFP reporter in murine cells; murine LDR cells, GFP reporter derepression, 30 h; Potency, µM (series often up to 53.9 µM), without a hit: at the highest dose GFP activation, most hits filed as activators; 0.2% of 280,000 active; AID 1865; also: % of control where 0% means no effect; nearly all actives have a fitted effect of over 60% in size
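Derepression of a silenced CMV-GFP reporter in murine LDR cells is scored by enumerating GFP-positive cells with a laser-scanning microplate cytometer after 30 hours of treatment at 37 C.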
Tau fluor counter: counter-screen for tau fibril formation inhibitors. 0.93% of 280,000 active. Potency, µM (highest dose often 57.7 µM), for inactives: top-dose activity change, negative = decrease. tau K18 P301L (four-repeat tau fragment) Alexa594 fluorescence, heparin fibrillization; also: % is scaled to controls: 0 for no effect and ±100 for the full control effect; nearly all actives have a fitted effect of over 55% in size
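Human K18 P301L tau (15 uM unlabeled plus 0.24 uM Alexa 594-labeled, final) in 100 mM sodium acetate pH 7 was mixed with compound and 20 uM heparin and incubated 6 hr at 37 C.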
GAA glycogen: alters human alpha-glucosidase cleavage of glycogen | 0.38% of 300,000 active | recombinant GAA, glycogen substrate, Amplex Red glucose oxidase fluorescence | P10253 | Potency, µM (series often up to 76.4 µM), without a hit: top-dose activity change, negative = inhibition, usual class: inhibitors | AID 2100;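 also: 0% = full enzyme reaction and -100% = no-enzyme basal signal; the screen sought inhibitors and activators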
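Recombinant enzyme (4 nM final) with compounds titrated up to 77 uM and bovine liver glycogen (30 ug) in citrate pH 5.0, 0.01% Tween-20, 37 C 40 min. Released glucose detected by Amplex Red/glucose oxidase (Ex 573/Em 610); AC50 from Hill fits.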
Starred values were filed as active, the others as inactive; ? = inconclusive; & = joins results of further samples; [ ] = remark or other dose. Calls follow the shape of the dose curve; as a rule, active = well fitted curve in the direction sought with a large enough effect; inconclusive = small, poorly fitted or top-dose-only effect, or another doubt; inactive = no such curve, though single readings can be large; an effect the other way counts as inactive or inconclusive. Potency is read from the fitted curve at half-maximal effect. The list is partial, so the mix of outcomes need not match the whole.

mol,Epigenetic reg,Tau fluor counter,GAA glycogen
O=C(Cn1c(=O)n(-c2ccccc2Cl)c(=O)c2sc3ccccc3c21)NC1CCCC1,?,-9%,7%[76.3 µM]
COc1ccc2c(C)c(CCC(=O)NCc3ccccc3OC)c(=O)oc2c1,-1.9%,-1%,13%[76.3 µM]
Cc1nn(-c2ccccc2)c(OC(=O)c2cccc(Br)c2)c1S(=O)(=O)c1ccccc1,-0.2%,-2%,-7%[76.3 µM]
CC(C)(C)NC(=O)Cn1cc(S(=O)(=O)Cc2ccc(F)cc2)c2ccccc21,0.0%,-18%,17%[76.3 µM]
COc1cccc(-c2nc(S(=O)(=O)c3ccc(C)cc3)c(N3CCCCC3)o2)c1,-1.3%,-26%,17%[76.3 µM]
CC1CCC2(CC1)N=C(c1ccccc1)C(=O)N2CC(=O)Nc1ccc(F)c(Cl)c1 (centres undefined),-2.9%,-28%,3%[76.3 µM]
O=C(C1CCN(S(=O)(=O)c2cccs2)CC1)N1CCN(c2cccc(Cl)c2)CC1,-1.8%,-15%,-13%[76.3 µM]
COc1cccc(CCNC(=O)Cn2c(-c3cccs3)cc3ccccc32)c1,-1.3%,-26%,-13%[76.3 µM]
CCOC(=O)c1ccc(NC(=O)c2nc(SC(C)C)ncc2Cl)cc1,-2.3%,-16%,-8%[76.3 µM]
Cc1cc(C)c2nc(C)cc(Nc3cccc(C(=O)O)c3)c2c1,-1.6%,3%,15%[76.3 µM]
CCc1ccc(NC(=O)CSc2nc3nc(C)cc(C)n3n2)cc1,-0.2%,-7%,15%[76.3 µM]
CC(C)Cn1c(=O)c2ccccc2n2c(CCC(=O)NCc3ccc(Cl)cc3)nnc12,0.0%,-5%,-7%[76.3 µM]
COc1ccc(C2=C(C)C(=NCc3ccc(OC(C)C)cc3)NS2(=O)=O)cc1,-3.2%,?,-12%[76.3 µM]
CCCN1C(=O)c2oc3cc(C)cc(C)c3c(=O)c2C1c1ccc(F)cc1 (centres undefined),-2.7%,5%,17%[76.3 µM]
CCC(Nc1ccc(-c2nc(-c3ccco3)no2)cc1[N+](=O)[O-])c1ccccc1 (centres undefined),-5.5%,-28%,-6%[76.3 µM]
c1ccc(OCCn2c(COc3ccccc3)nc3ccccc32)cc1,-0.4%,-21%,-2%[76.3 µM]
Cc1ccc(Cl)cc1NC(=O)CCc1c(C)nc2c3cccnc3nn2c1C,-6.7%,-9%,-9%[76.3 µM]
COc1ccc(Cl)cc1NC(=O)c1ccc2c(c1)CCN2S(C)(=O)=O,-4.9%,?,-5%[76.3 µM]
COc1cc([N+](=O)[O-])ccc1NC(=O)c1nc2ccccc2n(C)c1=O,4.7%,-5%,-8%[76.3 µM]
CN(C1CCCCC1)S(=O)(=O)c1ccc2c(c1)c(=O)c(C(=O)N1CCN(c3ccc(F)cc3)CC1)cn2C,5.0%,-14%,-3%[76.3 µM]
COc1cccc(NC(=O)CSc2nnc(-c3cccs3)o2)c1,-3.2%,-9%,6%[76.3 µM]
CCCOc1ccc(C2c3c(-c4c(C)cc(C)cc4O)n[nH]c3C(=O)N2CCO)cc1 (centres undefined),-1.5%,-16%,-5%[76.3 µM]
Cc1ccc(CCNC(=O)c2cc3c(s2)-c2ccccc2OC3)cc1,5.4%,2%,19%[76.3 µM]
CCOC(=O)N1CCc2c(sc3c2c(=O)n(-c2ccc(CC)cc2)c(=O)n3CC(=O)Nc2ccc(C)cc2)C1,11%,-16%,11%[76.3 µM]
CCc1ccccc1Nc1cc(C(=O)NCCCN(C)C2CCCCC2)c2ccccc2n1,1.2%,?,-6%[76.3 µM]
COc1ccc2c(c1)c(=O)c(S(=O)(=O)c1ccc(F)cc1)cn2CC(=O)Nc1ccc(C)cc1C,8.0%,0%,12%[76.3 µM]
CCc1cccc(C)c1NC(=O)c1ccc2c(c1)CCN2S(=O)(=O)CC,-0.9%,-4%,3%[76.3 µM]
Cc1cccc(-n2c(=O)c3ccccc3n(Cc3ccccc3)c2=O)c1,-1.8%,-12%,-5%[76.3 µM]
CCOc1ccc(NC(=O)C(CC)n2nc(-c3ccc(C)c(C)c3)ccc2=O)cc1 (centres undefined),-0.5%,-20%,-3%[76.3 µM]
COc1cc(/C=C(\C#N)c2nc3ccccc3[nH]2)ccc1OCc1ccccc1F,13%,-21%,9%[76.3 µM]
Cc1ccc(C)c(CN2C(=O)C(O)(c3c(C)[nH]c4ccccc34)c3ccccc32)c1 (centres undefined),6.5%,?,11%[76.3 µM]
Cc1ccc(-n2c(=O)c3c(c4cc(C)ccc4n3C)n(CC(=O)NCC3CCCO3)c2=O)cc1 (centres undefined),2.5%,-6%,22%[76.3 µM]
CCN(c1ccc(Cl)cc1)S(=O)(=O)c1nnc(NC(=O)c2ccco2)s1,0.8%,-3%,-1%[76.3 µM]
Cc1cccc(Cn2c(SCc3ccc(C(=O)NCc4ccccc4F)cc3)nc3cccnc32)c1,-0.4%,-20%,-9%[76.3 µM]
CC1CCN(S(=O)(=O)c2csc(C(N)=O)c2)CC1,2.7%,4%,16%[76.3 µM]
CCOC(=O)c1ccc(N2C(=O)c3n[nH]c(-c4ccco4)c3C2c2ccc(OC)cc2OC)cc1 (centres undefined),3.5%,?,2%[76.3 µM]
CCOc1ccccc1NC(=O)c1cc2cc(C)ccc2n1C,1.6%,-24%,-5%[76.3 µM]
CCOc1ccc(CCNC(=O)Cn2nc(CC)n3c(cc4sccc43)c2=O)cc1,0.0%,0%,13%[76.3 µM]
Cc1ccc(-c2noc(-c3ccc(NCc4ccco4)c([N+](=O)[O-])c3)n2)cc1,4.3%,-8%,-5%[76.3 µM]
O=C1CC(c2ccc(F)cc2)c2c(n3c(nc4ccccc43)[nH]c2=O)N1 (centres undefined),-1.1%,-4%,-15%[76.3 µM]
O=C1CN(C(=O)c2ccc(S(=O)(=O)N3CCCC3)cc2)C(c2ccc(F)cc2)c2cc(F)ccc2N1 (centres undefined),-0.2%,-17%,9%[76.3 µM]
Cc1nc2c(-c3ccccc3)c(C)nn2c(C)c1CCC(=O)Nc1ccccc1F,0.0%,-20%,19%[76.3 µM]
CCCN(C(=O)c1cc2c(s1)-c1ccccc1SC2)c1ccccc1F,-2.9%,-18%,4%[76.3 µM]
Cc1c(CNC2CCCCCC2)c(C(=O)O)c(C)n1Cc1c(F)cccc1Cl,-4.8%,0%,14%[76.3 µM]
Cc1ccc(OCC(=O)Nc2nc(-c3ccc(Br)cc3)ns2)cc1C,-1.6%,-16%,-2%[76.3 µM]
COc1ccc(CNC(=O)CN2C(=O)CSc3ccc(S(=O)(=O)N4CCCC4)cc32)cc1,2.4%,-13%,2%[76.3 µM]
Cc1ccccc1-c1noc(-c2ccccc2OCC(=O)Nc2cccc([N+](=O)[O-])c2)n1,-5.4%,?,?
COc1ccc(-c2nn(C)c3sc(C(=O)N4CCN(c5cccc(C)c5C)CC4)cc23)cc1OC,0.2%,-10%,-5%[76.3 µM]
Cc1ccc(NC(=O)CN2C(=O)C(c3ccc(F)cc3)=NC23CCCCC3)c(C)c1,-3.8%,-15%,2%[76.3 µM]
Clc1ccccc1OCCSc1nnc(-c2cccs2)o1,-3.2%,-21%,6%[76.3 µM]
Cc1ccccc1-n1c(=O)c2ccccc2n(Cc2ccc(F)cc2)c1=O,-1.8%,-17%,5%[76.3 µM]
Cc1ccc(-c2cc(C(=O)N3CCN(S(=O)(=O)c4ccc(Br)cc4)CC3)[nH]n2)cc1C,16%,17%,12%[76.3 µM]
CN(CCCNC(=O)c1cc2c(=O)n(C)c3ccccc3c2s1)Cc1ccccc1,0.3%,-10%,-20%[76.3 µM]
CCOc1ccccc1NC(=O)C1CCCN1S(=O)(=O)c1ccc2nc(-c3ccccc3)[nH]c2c1 (centres undefined),13%,10µM*[quencher],-1%[76.3 µM]
Cn1c(=O)cc(SCC(=O)NCc2ccc(F)cc2)c2cc(Cl)ccc21,5.3%,-11%,-2%[76.3 µM]
CCCN(C(=O)c1cc2c(=O)oc3ccccc3c2s1)c1ccc(CC)cc1,2.0%,-20%,1%[76.3 µM]
Cc1c(C(=O)N2CCCC2)oc2c1-c1nn(CC(=O)NCCCOC(C)C)cc1CC2,1.3%,-4%,-10%[76.3 µM]
COc1cccc(-c2nc(CS(=O)(=O)CC(=O)NCCc3ccc(OC)c(OC)c3)c(C)o2)c1,-0.3%,-12%,-7%&8%[76.3 µM]
CCN(C(=O)c1cc2c(=O)oc3ccc(C)cc3c2s1)c1cc(OC)ccc1OC,-1.1%,-12%,11%[76.3 µM]
CC(C)c1nnc(N2C(=O)c3oc4ccccc4c(=O)c3C2c2cccc(O)c2)s1 (centres undefined),0.0%,-25%,16%[76.3 µM]

4 records picked at random from the list so far, as already listed:
mol,Epigenetic reg,Tau fluor counter,GAA glycogen
Cc1ccc(C)c(CN2C(=O)C(O)(c3c(C)[nH]c4ccccc34)c3ccccc32)c1 (centres undefined),6.5%,?,11%[76.3 µM]
Cc1ccc(-c2cc(C(=O)N3CCN(S(=O)(=O)c4ccc(Br)cc4)CC3)[nH]n2)cc1C,16%,17%,12%[76.3 µM]
CC1CCN(S(=O)(=O)c2csc(C(N)=O)c2)CC1,2.7%,4%,16%[76.3 µM]
CC(C)c1nnc(N2C(=O)c3oc4ccccc4c(=O)c3C2c2cccc(O)c2)s1 (centres undefined),0.0%,-25%,16%[76.3 µM]

New compounds follow
Each structure is followed by: Epigenetic reg	Tau fluor counter	GAA glycogen
> CN(c1ccccc1)S(=O)(=O)c1nnc(NC(=O)c2ccccc2)s1
  7.1µM*	-10%	-1%[76.3 µM]
> Cc1cccc(NC(=O)C2CCCN(c3nc4ccccc4s3)C2)c1C (centres undefined)
  6.9%	-3%	-8%[76.3 µM]
> COc1ccc(-c2cn3nc(N4CCCC(C(=O)NCc5ccccc5OC)C4)sc3n2)cc1 (centres undefined)
  0.0%	-20%	?
> CCOc1ccc(CNC(=O)c2ccc3c(c2)N(Cc2ccccc2)CCS3)cc1
  3.5%	?	-13%[76.3 µM]
> CCOC(=O)c1c(NC(=O)COc2ccc(F)cc2)sc2c1CCC(C)C2 (centres undefined)
  -1.6%	-17%	-9%[76.3 µM]
> COc1cccc2c1cc1c(=O)n(CC(=O)NCc3ccco3)nc(C)n12
  0.0%	-7%	-3%[76.3 µM]
> O=C(CCN1C(=O)c2ccccc2Sc2ncccc21)Nc1ccc(F)cc1
  2.8%	-1%	20%[76.3 µM]
> Cc1ccc(NC(=O)C2CCC(CNS(=O)(=O)c3cccc4nsnc34)CC2)c(Cl)c1 (centres undefined)
  7.8%	-4%	13%[76.3 µM]
> O=C(Nc1c(C(=O)N2CCN(c3ccccc3)CC2)oc2ccccc12)c1ccc(Br)o1
  -4.7%	-10%	-18%[76.3 µM]
> Cc1ccc(C)c(Cn2cnc3c(cnn3-c3ccc(F)cc3)c2=O)c1
  0.0%	-14%	15%[76.3 µM]

Sorted by SMILES length (high to low): some entries from above
Each structure is followed by: Epigenetic reg	Tau fluor counter	GAA glycogen
> COc1cccc2c1cc1c(=O)n(CC(=O)NCc3ccco3)nc(C)n12
  0.0%	-7%	-3%[76.3 µM]
> CN(c1ccccc1)S(=O)(=O)c1nnc(NC(=O)c2ccccc2)s1
  7.1µM*	-10%	-1%[76.3 µM]
> Cc1cccc(NC(=O)C2CCCN(c3nc4ccccc4s3)C2)c1C (centres undefined)
  6.9%	-3%	-8%[76.3 µM]

The list continues.
Each structure is followed by: Epigenetic reg	Tau fluor counter	GAA glycogen
> Cc1ccc(-c2noc(-c3ccccc3NC(=O)C3CC(=O)N(c4cccc(C)c4)C3)n2)cc1 (centres undefined)
  16µM*	-11%	-5%[76.3 µM]
> CCN(CC)CCCNC(=O)c1cn(CC(C)C)c(=O)c2c1c1ccccc1n2C
  -0.9%	-19%	-3%
> CN1C(C(=O)c2ccccc2)=C(NC(=O)c2ccccc2Br)c2ccccc2S1(=O)=O
  13%	?	-9%[76.3 µM]
> CCOC(=O)c1ccc(NC(=O)CSc2nc3c(c(=O)[nH]2)CN(Cc2ccccc2)CC3)cc1
  5.5%	-12%	7%[76.3 µM]
> Cc1ccc(O)c(NC(=O)c2cc(-c3ccccc3O)no2)c1
  2.2%	-5%	-2%[76.3 µM]
